aSyn tox rescue: inhibitors of alpha-synuclein toxicity in yeast | AID 1347070 | Potency, µM (highest dose often 46.1 µM), for the others: top-dose growth rescue (activation), usual class: activators | S. cerevisiae alpha-synuclein toxicity rescue, BacTiter-Glo growth, 24 h | 94,000 tested, 0.02% active; active = well fitted activation curve with a large enough effect; inconclusive = small, poorly fitted or top-dose-only effect; note: 0% is about no effect
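Growth restoration measured by BacTiter-Glo luminescence after 24 hr at 30 deg C; alpha-synuclein yeast, raffinose-pregrown to mid-log, were added at OD600=0.02 in galactose medium onto pinned compounds.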
* = called active by the depositor; ? = inconclusive; [ ] = another dose, or the depositor's remark. Potency is the fitted concentration of half-maximal effect.

Preview, three compounds:
compound	aSyn tox rescue
CCN(CC)S(=O)(=O)c1cccc(C(=O)N/N=C2\CC(=O)CC(C)(C)C2)c1	-0.3%
Nc1nonc1-n1nnc(C(=O)N/N=C/c2cccc(Cl)c2Cl)c1CN1CCCC1	1.7%
CC(C)(CN1CCN(Cc2ccccc2)CC1)NS(=O)(=O)c1ccccc1	0.5%

The listing (from the top)
compound	aSyn tox rescue
CCN(CC)S(=O)(=O)c1cccc(C(=O)N/N=C2\CC(=O)CC(C)(C)C2)c1	-0.3%
Nc1nonc1-n1nnc(C(=O)N/N=C/c2cccc(Cl)c2Cl)c1CN1CCCC1	1.7%
CC(C)(CN1CCN(Cc2ccccc2)CC1)NS(=O)(=O)c1ccccc1	0.5%
COc1ccc(NC(=O)Cn2c(=O)cc(C)c3c(C)nn(C)c32)cc1	7.4%
CCCS(=O)(=O)c1cnc(C2COc3ccccc3O2)nc1N (stereo not given)	-4.3%
CC(=O)c1sc(NCc2ccc(C)cc2)nc1C	-6.6%
Cc1cc(C)cc(NC(=O)CN(C)S(=O)(=O)c2ccc3[nH]c4c(c3c2)CCCC4)c1	14.8%
CSc1nc2c(c(=O)[nH]1)C(c1ccc(Br)cc1)CC(=O)N2 (stereo not given)	2.6%
CCc1ccccc1NC(=O)c1ccc2nc(CCc3ccccc3)oc2c1	-11.1%
CCOc1ccccc1NC(=O)c1cc2ccc3cccnc3c2[nH]1	-14.3%

Remaining list, next part.
compound	aSyn tox rescue
COc1cc(SC)ccc1C(=O)N(CC(=O)Nc1ccccc1Br)Cc1ccco1	-3.1%
CCOc1ccc(N2C(=O)C(=O)/C(=C(/O)c3ccccc3)C2c2ccccc2[N+](=O)[O-])cc1 (stereo not given)	3.3%
CNC(=O)/C(C#N)=C/c1cccc(Oc2ccccc2)c1	10.2%
Cc1ccc(CNC(=O)CSCc2nc(-c3ccc(Cl)cc3)oc2C)cc1	5.0%
CCCNS(=O)(=O)c1ccc2c(c1)n(C)c(=O)n2C	-17.9%
O=C(Nc1ccc(Cl)c(Cl)c1)c1cc(S(=O)(=O)N2CCN(c3cccc(Cl)c3)CC2)ccc1F	9.1%
O=C(Cn1cc2c(n1)CCCC2)Nc1cc(C(F)(F)F)ccc1Cl	2.3%
Cc1ccc(-c2noc(-c3nnn(-c4ccc(Br)cc4F)c3C)n2)cc1	-0.9%
CCOc1ccccc1NC(=O)c1nn(C)c2c1CSc1ccccc1-2	-8.8%
Cc1ccc(C(=O)Nc2cccc(-c3ccc(N4CCOCC4)nn3)c2)cc1C	-14.3%

Additional compounds follow.
compound	aSyn tox rescue
CCCN=C1NC(=O)C(CC(=O)NCCc2ccccc2)S1 (stereo not given)	-4.6%
Cc1ccc(Nc2c(-c3cccnc3)nc3ccc(C)cn23)cc1	-5.9%
CCCCOc1ccc(Cn2c(=O)oc3ccc(C)cc32)cc1	7.0%
CCOc1ccc(CCNC(=O)c2cc3ccccn3n2)cc1OCC	11.6%
Cc1cccc(C)c1NC(=O)Nc1ccc(S(N)(=O)=O)cc1	-3.7%
COc1ccc(N2CCN(C(=O)CCc3c(C)nc4cc(-c5cccc(F)c5)nn4c3C)CC2)cc1	8.4%
COc1ccc(S(=O)(=O)Nc2cccc(-c3ccc(N4CCCC4)nn3)c2)cc1OC	-3.3%
O=C(CSCc1ccccc1)Nc1ccc(S(=O)(=O)Nc2ncccn2)cc1	3.9%
CCc1nnc(NC(=O)c2nc(SC)ncc2Cl)s1	-7.6%
Cc1nn(C)c(=O)n1-c1ccccc1	-2.0%

(listing goes on)
compound	aSyn tox rescue
O=C(NCC(c1cccnc1)N1CCc2ccccc21)c1cccc(C(F)(F)F)c1 (stereo not given)	28.6%
CCCSC1=NC2(CCN(C(=O)NC3CCCCC3)CC2)N=C1c1ccccc1	3.8%
O=C(Cn1ncc2c(=O)oc3ccccc3c21)N1CCCN(Cc2ccccc2F)C1	-6.4%
Cc1cc(C)cc(NC(=O)CSc2nc3ncccc3[nH]2)c1	4.6%
Cc1ccc(NC(=O)CCNC(=O)c2ccc([N+](=O)[O-])cc2)cc1C	0.7%
Cc1ccccc1NC(=O)CSc1nccn1Cc1ccco1	13.5%
Cc1cc(/C=C(\C#N)C(=O)O)c(C)n1CCC(C)C	-10.6%
O=C(CCc1ccc(O)cc1)NN=Cc1ccc2c(c1)OCO2	0.7%
COc1ccc(NC(=O)Cn2cc(C(=O)c3ccccc3)c(=O)c3cc(OC)ccc32)c(OC)c1	5.8%
CCOc1ccc(S(=O)(=O)NCCc2sc3nc(-c4ccc(C)cc4)nn3c2C)cc1	-4.8%

Next compounds:
compound	aSyn tox rescue
Cc1ccc2c(c1)N(C(=O)N1CCC(C(=O)NCc3ccco3)CC1)CC(C)O2 (stereo not given)	-7.5%
COc1cccc(CNS(=O)(=O)c2c(C(=O)N3CCC(C)CC3)c(C)n(C)c2C)c1	0.4%
Cc1cccc(N(CC(=O)Nc2ccc(Br)cc2)S(C)(=O)=O)c1C	?
O=c1[nH]cc(S(=O)(=O)N2CCOCC2)c(=O)[nH]1	-3.4%
Cc1cc(C)cc(C(=O)Nc2cc(C(F)(F)F)ccc2N2CCN(c3ccccc3)CC2)c1	-11.2%
COc1cccc(CNC(=O)CCc2c(C)c3ccc(O)c(C)c3oc2=O)c1	?
Cc1cccc(N=Nc2c(C)c(C#N)c(O)[nH]c2=O)c1	-3.0%
COc1ccc(OC)c(S(=O)(=O)Nc2ccc3c(c2)C(=O)OC3)c1	-3.7%
O=C(CSc1nncn1-c1ccccc1)Nc1ccc(F)cc1F	3.1%
Cc1c(Cl)cccc1NC(=O)CCCn1nc(C)c2sc3ccccc3c2c1=O	2.5%

Continued:
compound	aSyn tox rescue
N#C/C(=C\c1ccc2c(c1)OCCO2)C(=O)NC1CCCCC1	-7.5%
COc1ccc(-c2n[nH]nc2C2=CC(=O)CC(C)(C)C2)cc1	-4.5%
Cn1cc(S(=O)(=O)N2CCCCCC2)cc1C(=O)NCc1ccc(F)cc1	4.4%
CCN(c1cccc(C)c1)S(=O)(=O)c1ccc(OC)c([N+](=O)[O-])c1	-3.7%
COc1cccc(CNC(=O)C2CCN(S(=O)(=O)N3CCC(C)CC3)CC2)c1	-1.7%
CCOc1ccc(C(=O)N2CCCCC2CCN2CCOCC2)cc1 (stereo not given)	3.7%
Cc1c(C(=O)Nc2ccc(-c3nc4cc(Cl)ccc4o3)cc2)oc2ccccc12	-8.9%
O=C(NCCS(=O)(=O)N1CCN(c2ccc(F)cc2)CC1)C(c1ccccc1)c1ccccc1	-2.1%
N#Cc1c[nH]n2c(NC3CCCC3)c(-c3cccc(Br)c3)nc12	1.2%
CCC(CC)C(=O)Nc1nnc(S(=O)(=O)N2CCCCCC2)s1	-4.9%

Further records
compound	aSyn tox rescue
COc1ccc(OC)c(-c2csc(NC(=O)CSc3nnnn3C)n2)c1	-5.4%
CCc1ccccc1N(C(=O)c1snc(C(N)=O)c1N)C(C(=O)NCC1CCCO1)c1c[nH]c2ccccc12 (stereo not given)	8.6%
CCc1nnc(NC(=O)CCS(=O)(=O)Cc2ccccc2)s1	3.4%
NC(=O)Nn1c(CCC(=O)O)ccc1-c1ccc(Cl)cc1	-2.2%
CNC(=O)COC(=O)/C=C/c1cn(-c2ccccc2)nc1-c1ccc(C)o1	6.5%
CCCc1cc(=O)[nH]c(N/N=C/C=C\c2ccccc2)n1	-10.0%
Cc1ccc(NC(=O)CCCn2c(=O)c3cccn3c3ccccc32)c(C)c1	11.6%
Nc1nc(NCCCN2CCOCC2)nc(Nc2cccc(Cl)c2)c1[N+](=O)[O-]	-4.6%
Cc1ccc(N2CC(C(=O)OCC(=O)Nc3cccc(Cl)c3C)CC2=O)cc1 (stereo not given)	-10.7%
CCCNC(=O)CN1C(=O)NC(CC)(c2ccc(F)cc2)C1=O (stereo not given)	-2.4%

(continued)
| compound | aSyn tox rescue |
| --- | --- |
| Cc1ccc(C)c(S(=O)(=O)c2nnn3c2nc(N2CCCC2)c2sccc23)c1 | 1.9% |
| Cc1cccc2c1-c1sc(C(=O)Nc3ccccc3C(N)=O)cc1CO2 | -4.1% |
| COc1cccc(C(=O)Nc2ccc(Oc3cccc(C(F)(F)F)c3)nc2)c1 | -10.6% |
| Cc1ccc(CSCC(=O)N2CCN(c3ccc(F)cc3)CC2)cc1 | 17.6% |
| O=C(NC1CCCC1)C(Cc1ccccc1)n1cccc1 (stereo not given) | -2.2% |
| CCOc1ccccc1C(=O)NCC(c1cccs1)S(=O)(=O)c1ccc(F)c(C)c1 (stereo not given) | 0.8% |
| Cc1ccc(-n2c(SCC(=O)Nc3cc(C)on3)nc3c(c2=O)SC(C)C3)cc1 (stereo not given) | -6.6% |
| CCCCCCNC(=O)O[C@H]1Cn2c(=O)n(CCCCCC)c(=O)n2[C@@H]2CN(S(=O)(=O)c3ccc(C)cc3)C[C@]12O | 6.7% |
| COc1ccc(OC)c(-c2csc(NC(=O)C3=NNC(=O)CC3)n2)c1 | 11.9% |
| Nc1nc(SCC(=O)Nc2ccc(Cl)c(S(=O)(=O)N3CCOCC3)c2)n[nH]1 | -1.6% |

(continued)
| compound | aSyn tox rescue |
| --- | --- |
| CC1=C(C(=O)N(C)C)CC(CC(=O)NCC2CCCCC2)C(=O)N1CCC1=CCCCC1 (stereo not given) | 2.1% |
| CCOc1ccc(NC(=O)c2oc3ccccc3c2NC(=O)Cc2ccc(F)cc2)cc1 | 2.7% |
| CCCc1cnc2c(c1SCC(=O)Nc1ccccc1OCC)c(=O)n(C)c(=O)n2C | -4.2% |
| O=C(O)c1cccc2c1C(=O)c1cc([N+](=O)[O-])cc([N+](=O)[O-])c1-2 | -5.0% |
| CCOc1ccccc1C(=O)N(Cc1cc(OC)c(OC)c(OC)c1)c1ccccn1 | 5.9% |
| O=C(CN1C(=O)C2(SCC(=O)N2c2ccc(F)c(F)c2)c2ccccc21)Nc1ccccc1F (stereo not given) | -5.8% |
| CC(C)c1ccc(NS(=O)(=O)c2ccc3[nH]cc(C(=O)NC4CCCC4)c(=O)c3c2)cc1 | 0.1% |
| O=Cc1ccc(-c2ccc([N+](=O)[O-])cc2Cl)o1 | 8.5% |
| CN(C)C(=O)c1ccc(S(=O)(=O)NCc2ccc(Cl)cc2)s1 | -7.9% |
| CCOc1cc(N2CCOCC2)c(OCC)cc1NC(=O)c1ccccc1N1CCCC1=O | 4.1% |

Carrying on.
| compound | aSyn tox rescue |
| --- | --- |
| Cc1cccc(S(=O)(=O)NNC(=O)Cc2cccn2C)c1 | -11.5% |
| CCc1ccc(NC(=O)C2CCCN(S(=O)(=O)c3c(C)noc3/C=C/N(C)C)C2)cc1 (stereo not given) | -3.0% |
| CCn1cc(CN2CCc3c([nH]c4ccccc34)C2c2cccc(OC)c2)c(C)n1 (stereo not given) | -4.5% |
| Cc1ccc(SCC(=O)Nc2ccc(C(=O)Nc3ccc(O)cc3)cc2)cc1 | -4.3% |
| COc1ccccc1CNC(=O)c1ccc(-c2nc(CS(=O)c3ccc(C)cc3)c(C)o2)cc1 (stereo not given) | 2.4% |
| COc1ccccc1CNC(=O)CCc1c(C)c2cc3c(C)c(C)oc3cc2oc1=O | -16.1% |
| COc1ccc(C2C=C(c3ccc(Cl)cc3)Nc3nc(NC(=O)CCC(=O)O)nn32)cc1 (stereo not given) | -1.4% |
| Cc1ccc(S(=O)(=O)Nc2cccc(-c3ccc(N4CCCC4)nn3)c2)c(C)c1 | -7.1% |
| COc1ccc(-c2noc(CSc3nnc(-c4ccncc4)n3-c3ccc(C)cc3)n2)cc1 | 10.5% |
| Clc1ccc2nc(-c3ccccn3)c(Nc3ccc4c(c3)OCO4)n2c1 | 10.3% |

Three entries drawn at random from the list so far:
| compound | aSyn tox rescue |
| --- | --- |
| Cc1ccc(SCC(=O)Nc2ccc(C(=O)Nc3ccc(O)cc3)cc2)cc1 | -4.3% |
| CCn1cc(CN2CCc3c([nH]c4ccccc34)C2c2cccc(OC)c2)c(C)n1 (stereo not given) | -4.5% |
| Cc1ccc(S(=O)(=O)Nc2cccc(-c3ccc(N4CCCC4)nn3)c2)c(C)c1 | -7.1% |

Next structures
| compound | aSyn tox rescue |
| --- | --- |
| COc1ccc(OCC(=O)NC(CC(=O)O)c2ccc(OC)c(OC)c2)cc1 (stereo not given) | 0.5% |
| CC(C)c1ccc(NC(=O)c2cc(S(=O)(=O)NC3CCCCC3)ccc2F)cc1 | 21.3% |
| COc1ccc(C(=O)Cn2cnc3ccccc3c2=O)cc1OC | -7.0% |
| CCCCCCNS(=O)(=O)c1nc2nc(C)cc(C)n2n1 | 1.2% |
| CCc1ccc(NC(=O)CC2C(=O)N(c3cccc(C)c3)C(=O)N2CCC(C)C)cc1 (stereo not given) | 6.8% |
| CCCCOC(=O)c1ccc(Nc2nc3ccc(C(=O)c4ccccc4)cc3n3cnnc23)cc1 | -7.8% |
| CCCN1C(=O)c2[nH]nc(-c3ccc(F)cc3)c2C1c1ccccn1 (stereo not given) | -14.0% |
| Cc1cc2c(cc1S(=O)(=O)Nc1cc(C(F)(F)F)cc(C(F)(F)F)c1)OCC(=O)N2 | -6.2% |
| CC(C(=O)NCc1ccccc1F)n1ccc2cc(S(=O)(=O)N3CCCC3)ccc21 (stereo not given) | -3.2% |
| CC(NC(=O)CCCn1c(=O)c2cccn2c2cccnc21)c1ccccc1 (stereo not given) | -4.5% |

New compounds follow:
| compound | aSyn tox rescue |
| --- | --- |
| O=C(c1cc(-c2ccco2)on1)N1CCN(c2ccccc2)CC1 | 1.5% |
| COc1ccc(CCc2nnc(CCC(=O)NCc3ccc4ncccc4c3)o2)cc1 | -2.3% |
| CCOc1ccc(Sc2cc(C(=O)NC(C)c3ccccc3)c3ccccc3n2)cc1 (stereo not given) | 5.8% |
| O=C1C=C(NCc2ccc3c(c2)OCO3)CC(c2ccccc2)C1 (stereo not given) | 5.8% |
| O=C1NC(=S)N/C1=C\c1ccccc1OCc1ccc(C(=O)O)cc1 | -42.3%[inhibitor] |
| C=CCN1C(=O)c2ccc(C(=O)N(CCC)CC(=O)Nc3ccccc3C)cc2C1=O | 3.3% |
| CCOC(=O)c1c(C)[nH]c(C(=O)OCc2csc(CC(=O)Nc3ccccc3C)n2)c1C | 9.2% |
| COc1ccc(C(=O)Nc2nc3c(s2)Cc2c(Br)ccc(OC)c2-3)cc1OC | -8.2% |
| CC(=O)Nc1cccc(NC(=O)C(=O)NCCc2sc(-c3ccccc3)nc2C)c1 | -0.5% |

From PubChem

Some of the compounds tested (hit frequency here may not be typical).
